# MsrA act = activates bovine MsrA enzyme | purified bovine MsrA, absorbance read-out | activation, % at 10.6 µM | 360,000 tested, 0.3% active; in the data active means activation above about 7.5%;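 further: 0% = vehicle and 100% = reference activator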
# E coli Lon inh = inhibits E. coli Lon protease. 360,000 tested, 0.42% active. purified E. coli Lon protease, fluorescence polarization. P0A9M0. inhibition, % at 7.94 µM; in the data active means inhibition above about 13%, passing the limit was not always enough;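 further: 0% = enzyme with probe and DMSO and 100% = no enzyme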
# PABP1 MLLE inh = inhibitors of microRNA-mediated deadenylation, human PABP1 MLLE binding; P11940; GST-MLLE / FITC-PAM2 fluorescence polarization; inhibition, % at 20 µM; 360,000 tested, 0.36% active; AID 588489; in the data active means inhibition above about 35%, passing the limit was not always enough;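 further: plate controls were DMSO wells with GST-MLLE for no effect and wells lacking GST-MLLE protein for full effect; some results filed as inactive read as strong as hits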
# Target sequence (P11940 whole entry, looked up): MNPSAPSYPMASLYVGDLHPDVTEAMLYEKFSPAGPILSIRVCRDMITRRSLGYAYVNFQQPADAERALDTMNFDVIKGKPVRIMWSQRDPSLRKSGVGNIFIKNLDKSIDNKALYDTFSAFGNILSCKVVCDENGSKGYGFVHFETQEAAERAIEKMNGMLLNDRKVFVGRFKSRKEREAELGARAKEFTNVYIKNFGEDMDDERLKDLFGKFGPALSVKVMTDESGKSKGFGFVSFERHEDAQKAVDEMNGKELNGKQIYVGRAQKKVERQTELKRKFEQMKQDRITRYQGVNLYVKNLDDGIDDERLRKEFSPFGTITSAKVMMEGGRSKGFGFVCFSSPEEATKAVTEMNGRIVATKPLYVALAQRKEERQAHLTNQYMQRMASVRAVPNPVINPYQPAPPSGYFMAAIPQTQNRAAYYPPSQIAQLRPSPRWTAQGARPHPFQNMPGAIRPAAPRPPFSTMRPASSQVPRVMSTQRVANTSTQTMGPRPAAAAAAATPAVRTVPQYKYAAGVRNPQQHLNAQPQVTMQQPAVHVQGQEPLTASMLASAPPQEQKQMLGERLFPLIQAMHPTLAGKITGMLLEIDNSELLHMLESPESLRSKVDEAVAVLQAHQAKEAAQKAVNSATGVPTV
# MsrA inhibitor = inhibits bovine methionine sulfoxide reductase A | purified bovine MsrA, absorbance read-out | inhibition, % at 15.5 µM | 360,000 tested, 0.75% active | AID 651718; in the data active means inhibition above about 4.5%;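 further: 0% = vehicle wells with enzyme and 100% = reference inhibitor wells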
# MT1-MMP act inh = blocks activation of human MT1-MMP; P50281; HT1080 RFP-PRO-GFP cells, GFP/RFP ratio fluorescence, overnight; percent of plate control window, DMSO zero; GFP/RFP ratio change, % at 20 µM; 360,000 tested, 0.061% active; AID 651647;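 active means GFP/RFP ratio change of at least 30% with cell ATP level not reduced by more than half and red fluorescence within 50% of control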; further: strong numbers were not always called active
#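 Assay system: HT1080 RFP-PRO-GFP cells. Benchmarks: DMSO vehicle wells and RFP-L50D-GFP reporter cell wells. Times: overnight cell settling, then overnight compound exposure, 37 °C, 5% CO2. Compound: 20 µM single dose, 1% DMSO. Read-out basis: GFP/RFP fluorescence ratio.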
# SKN-1 block = C. elegans SKN-1 inhibition | C. elegans VP596 Pgst-4::GFP/RFP ratio, acrylamide-induced, 24 h | inhibition, % at 21.8 µM | 360,000 tested, 0.49% active | AID 624304;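 active means interference check ratio from 0.5 to 1.5 plus GFP to RFP signal ratio inhibition reaching or exceeding a fixed threshold, cut at about 30% in these data, passing the limit was not always enough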; further: some compounds called inactive have numbers as strong as hits
# TbMetRS inhib = Trypanosoma brucei MetRS inhibition | purified T. brucei MetRS, ATP depletion, Kinase-Glo luminescence | inhibition, % at 11.9 µM | 360,000 tested, 0.4% active | AID 624268;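 active means inhibition above a per-plate cutoff of the control wells' mean inhibition plus 3 SD, cut at about 5.5% in these data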;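 further: 0% = DMSO wells median and 100% = median of wells with control inhibitor compound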
#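 Measured by: Kinase-Glo luciferase luminescence reporting remaining unconsumed ATP. Material: purified T. brucei MetRS enzyme. Doses: 11.9 µM compound single dose, 0.9% DMSO. Medium: HEPES buffer containing pyrophosphatase, BSA, spermine, DTT. Times: 15 min preincubation, 2 h reaction, all 25 °C. Reagent: methionine, ATP and bulk E. coli tRNA.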
# CendR NRP1 mod = modulators of CendR peptide binding to human neuropilin-1 | AID 602438 | O14786 | FAM-RPARPAR peptide binding to NRP-1, fluorescence polarization | inhibition, % at 25 µM | 360,000 tested, 0.85% active;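 active means inhibition or corrected inhibition above about 18%, plus a signal ratio from 0.5 to 1.5, limit read from the data, passing the limit was not always enough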; further: strong numbers were not always called active
# FAS TE block = FAS thioesterase (human) inhibition | AID 602261 | inhibition, % at 15 µM | 360,000 tested, 0.67% active | recombinant FAS-TE, OMFH fluorogenic substrate, fluorescence endpoint | P49327;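 active means compounds whose normalised, plate-corrected inhibition of enzyme fluorescence in the single-dose primary screen is 50% or more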;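 further: 0% = DMSO with enzyme and 100% = substrate without enzyme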
# * marks the source's active call; other numbers are inactive results; · = not tested or not shown.
SMILES,MsrA act,E coli Lon inh,PABP1 MLLE inh,MsrA inhibitor,MT1-MMP act inh,SKN-1 block,TbMetRS inhib,CendR NRP1 mod,FAS TE block
C=CC[C@@H](Cc1ccc(F)cc1)C(=O)OC[C@@H]1CCCN1C(=O)[C@@H](CC=C)CC(=O)N[C@@H](CO)Cc1ccccc1,-4,-6,-2,0.4,1,-11,-0.6,-5,26
Cc1nn(CC(=O)Nc2ccccc2C(F)(F)F)c(=O)c2cccn12,-3,-3,-7,0.7,-4,-2,0.4,0,-4
O=[N+]1C2=C(CCCC2)N([O-])C12CCCC2,-2,3,-16,0.9,9,1,-0.1,1,-10
O=C(CCCc1nc(-c2ccc(Cl)cc2)no1)NCC1CCCO1 (centres undefined),0,-11,1,-0.2,2,12,0.0,0,-1
CC(=O)Nc1ccccc1NS(=O)(=O)c1ccccc1[N+](=O)[O-],-4,-2,-14,-1.3,1,10,0.1,2,-2
O=C(CSc1nccc(=O)[nH]1)c1c[nH]c2ccccc12,-3,3,8,0.0,-1,-5,3.6,3,-7
O=C(/C=C/c1ccc(Cl)cc1)N(c1ccccn1)C1CCCCC1,6,-5,2,0.2,-4,-3,0.4,0,14
CN(C)S(=O)(=O)c1ccc(Cl)c(NC(=O)CSc2nc3c(cc2C#N)C(=O)CC(C)(C)C3)c1,-3,4,-1,0.3,2,9,-0.5,-6,38
O=c1[nH]c2c(s1)C(c1ccc(O)cc1)C1C3CCC(C3)C1S2 (centres undefined),0,3,20,-1.2,-2,-1,-0.4,-16,10
Cn1nc(C(=O)OCC(=O)c2ccccc2)c2ccccc2c1=O,-1,2,-9,-0.1,5,7,-0.6,10,-5
CCc1nn(-c2ccccc2)c(N)c1-c1ccc(OC)c(OC)c1,-2,-7,-4,0.0,3,-7,-1.2,-4,-1
CC(=O)N(c1ccc2oc(=O)sc2c1)S(=O)(=O)c1ccc(C)cc1,4,7,41*,0.2,4,-1,-0.1,7,3
O=C(NCCCCc1ccccc1)C12CN(Cc3ccccc3)CC1C(c1cccc([N+](=O)[O-])c1)=NO2 (centres undefined),-7,7,4,0.3,-12,-4,-0.3,9,39
CC(=O)n1cc(/C=N/NC(=O)c2sc(C)nc2C)c2ccccc21,-4,-6,15,3.0,7,-10,-0.5,1,-4
Cc1cccc(N(Cc2ccc(Cl)cc2)S(C)(=O)=O)c1,1,-2,-4,0.0,4,1,0.3,14,13
COc1ccc(/C=N/NC(=O)c2cccc(C(F)(F)F)c2)cc1,-1,11,6,1.9,3,-2,-0.7,-4,-1
O=[N+]([O-])c1cccc(S(=O)(=O)Nc2cccc(-c3ccc(N4CCCC4)nn3)c2)c1,-3,-6,13,0.1,6,7,-0.1,-3,45
Cc1ccc2nsnc2c1NS(=O)(=O)c1c(C)ccc2nsnc12,-3,-6,9,0.6,-25,4,0.2,-17,0
Cc1ccc(NCC(=O)Nc2cccc(F)c2)cc1S(=O)(=O)N1CCCCCC1,-4,-3,2,1.0,-5,11,-0.4,12,16
CCN(CC)C(=O)Cn1cnc2sc(C(=O)N3CCN(Cc4ccc5c(c4)OCO5)CC3)c(C)c2c1=O,-2,5,-1,1.2,-2,3,0.6,10,-1

# Taken from the listing (four entries):
SMILES,MsrA act,E coli Lon inh,PABP1 MLLE inh,MsrA inhibitor,MT1-MMP act inh,SKN-1 block,TbMetRS inhib,CendR NRP1 mod,FAS TE block
O=C(NCCCCc1ccccc1)C12CN(Cc3ccccc3)CC1C(c1cccc([N+](=O)[O-])c1)=NO2 (centres undefined),-7,7,4,0.3,-12,-4,-0.3,9,39
CC(=O)n1cc(/C=N/NC(=O)c2sc(C)nc2C)c2ccccc21,-4,-6,15,3.0,7,-10,-0.5,1,-4
Cc1cccc(N(Cc2ccc(Cl)cc2)S(C)(=O)=O)c1,1,-2,-4,0.0,4,1,0.3,14,13
COc1ccc(/C=N/NC(=O)c2cccc(C(F)(F)F)c2)cc1,-1,11,6,1.9,3,-2,-0.7,-4,-1

# (more compounds)
SMILES,MsrA act,E coli Lon inh,PABP1 MLLE inh,MsrA inhibitor,MT1-MMP act inh,SKN-1 block,TbMetRS inhib,CendR NRP1 mod,FAS TE block
O=C(Cn1cc2c(n1)CCCCC2)Nc1ccccc1Cl,-4,10,-6,-0.2,2,-3,-0.7,-6,3
O=C(Nc1cnccn1)c1ccncc1,-2,-7,10,0.6,0,-3,-0.4,6,-7
CC(C)Oc1ccccc1C1CC(=O)Nc2cc3c(cc21)OCO3 (centres undefined),1,-3,-7,0.9,10,17,0.0,2,7
Cc1cn([C@H]2C[C@H](O)[C@@H](CCC(=O)NCc3ccccc3)O2)c(=O)[nH]c1=O,-1,-3,3,0.2,4,7,0.5,3,-7
O=C(CCC(=O)Nc1ccccc1Cl)NNC(=O)NC1CCCCC1,-10,1,-1,1.9,0,3,0.1,6,-7
CCOC(=O)C1CCCN(C2CCN(Cc3nc(-c4ccccc4)no3)CC2)C1 (centres undefined),-2,3,2,-0.5,1,-5,0.1,-2,-2
O=S(=O)(NC1CCCCCC1)c1cccc(Cl)c1,0,-17,6,-0.1,-1,11,-0.1,4,8
C#CCn1ccc(O)c(Cc2c(F)cccc2Cl)c1=O,0,6,5,1.7,0,15,1.7,-5,-1
CCC1(C)COC(c2ccc3c(c2)OCO3)OC1 (centres undefined),-2,-4,4,-0.6,6,26,-0.4,10,-3
Cc1cc(NC(=O)CSc2nnc(COc3ccccc3)n2Cc2ccco2)no1,-3,-1,0,0.6,8,4,0.1,-27,-14
Cc1cccc(OCCCC(=O)O)c1C,-4,-2,-3,-0.3,3,-14,-0.9,5,-2
CCC1CCCCN1Cc1ccc(OC)c(OC)c1 (centres undefined),-2,-6,6,·,12,15,-1.1,-3,-4
Cc1c(C(=O)OCC(=O)Nc2c(C)n(C)n(-c3ccccc3)c2=O)cccc1[N+](=O)[O-],-3,-9,-10,0.3,1,1,0.3,-3,-1
CN1CC(=O)N(C)c2ncn(Cc3ccccc3)c2C1=O,-8,-6,11,-0.1,5,4,-1.3,10,1
Cc1ccc(NC(=O)C(C)Sc2nnc(-c3cccnc3)o2)cc1 (centres undefined),-4,-6,1,0.2,-2,-1,-0.7,3,-7
Cc1c(NC(=O)COC(=O)C23CC4CC(CC(Br)(C4)C2)C3)c(=O)n(-c2ccccc2)n1C,-5,0,11,-1.4,6,-1,0.1,11,-1
Cc1ccc2cc(/C=N/Nc3nc4ccccc4[nH]3)c(Cl)nc2c1,-6,-7,-33,-0.4,1,0,-1.2,-9,-5
COc1ccc(NC(=O)Nc2nc(C(N)CC(C)C)cs2)cc1 (centres undefined),-2,-9,8,-0.2,1,6,-0.3,2,-4
COc1cc2c(cc1OC)C(c1cccc(Cl)c1Cl)CC(=O)N2 (centres undefined),0,8,-1,1.5,5,4,-0.7,14,3
C[C@H]1CN([C@@H](C)CO)C(=O)CCCn2cc(nn2)CO[C@@H]1CN(C)C(=O)NC1CCCCC1,-2,-11,0,0.1,7,1,-0.7,7,-12

# Profiles, quoted from the list. Screens in order: MsrA act | E coli Lon inh | PABP1 MLLE inh | MsrA inhibitor | MT1-MMP act inh | SKN-1 block | TbMetRS inhib | CendR NRP1 mod | FAS TE block
# C#CCn1ccc(O)c(Cc2c(F)cccc2Cl)c1=O across the screens: 0 | 6 | 5 | 1.7 | 0 | 15 | 1.7 | -5 | -1
# O=C(CCC(=O)Nc1ccccc1Cl)NNC(=O)NC1CCCCC1 across the screens: -10 | 1 | -1 | 1.9 | 0 | 3 | 0.1 | 6 | -7
# Cc1cccc(OCCCC(=O)O)c1C across the screens: -4 | -2 | -3 | -0.3 | 3 | -14 | -0.9 | 5 | -2

# New compounds follow.
SMILES,MsrA act,E coli Lon inh,PABP1 MLLE inh,MsrA inhibitor,MT1-MMP act inh,SKN-1 block,TbMetRS inhib,CendR NRP1 mod,FAS TE block
S=c1nccc(-c2ccc3c(c2)CCO3)[nH]1,-6,12,20,5.6*,-4,-25,-0.8,-22,-1
Oc1cc2c(cc1O)C(c1ccccc1)CNCC2 (centres undefined),-2,9,0,-1.1,2,8,0.3,-3,-2
Cc1ccc(C(=O)NC(NCc2ccccc2)C(Cl)(Cl)Cl)cc1 (centres undefined),-3,3,-13,-1.0,2,10,0.2,6,-10
CC1(C)CC(=O)c2cnc(N3CCN(c4ccccc4)CC3)nc2C1,-6,-11,1,0.8,-2,-14,-1.2,-2,9
COc1cc(C2C3=C(COC3=O)Oc3cc4c(cc32)OCO4)ccc1O (centres undefined),1,8,-3,-0.3,19,9,-0.2,-3,-2
CCc1cc2c(=O)c(-c3ccc4c(c3)OCCO4)coc2c(CN2CCCCC2C)c1O (centres undefined),-9,5,17,2.7,-8,3,-0.8,-1,4
COc1cc(NC(=O)CNC(c2ccccc2)c2ccccc2)cc(OC)c1OC,-3,6,5,1.3,1,7,-1.1,9,5
Cc1cc(C(=O)OCC(=O)NCCC(C)C)c2ccccc2n1,-7,-1,7,0.2,2,-1,0.1,-3,-1
Cn1cc(CN2CC3C[C@@H]4CC2C[C@H](C3)C4)c(-c2ccc3c(c2)OCCO3)n1,0,10,-8,-0.5,-3,3,-0.8,4,-4
Cc1onc(-c2ccccc2Cl)c1C(=O)N1CCOC12CCN(c1cccc(F)n1)CC2,-2,0,3,-0.3,-6,7,0.0,18*,-4
CCS(=O)(=O)c1ccc(O)c(NC(=O)COc2ccc(Cl)cc2)c1,-2,5,0,0.4,7,-3,0.7,-3,-7
C[C@H](NC(=O)OC(C)(C)C)c1nnc(SCC(=O)Nc2cccc(Cl)c2)o1,-4,-1,-5,1.2,-2,7,-0.4,10,1
COc1ccc(NC(=O)CCNS(=O)(=O)c2ccc(NC(C)=O)cc2)cc1Cl,-2,4,-4,0.0,0,6,0.9,3,-4
COc1cccc(NC(=O)c2ccccc2-c2ccccc2C(=O)O)c1,-3,-3,11,0.6,-2,8,-0.3,5,-3
CCOC(=O)COc1cc(OCC(=O)OCC)c2c3c(c(=O)oc2c1)CCCC3,-2,-5,12,-0.4,1,7,0.3,-1,17
O=C(CNC1CCCCCC1)c1cccs1,-12,-2,15,-0.2,0,-16,-1.8,3,-13
C[C@H]1CN([C@@H](C)CO)C(=O)c2cc(Br)cnc2O[C@@H]1CN(C)C(=O)c1ccncc1,-2,-9,-5,-0.1,1,10,-1.1,-2,-7
C=CCc1cc(Cl)ccc1OCCNCCOC,-13,0,1,1.0,2,1,-1.2,0,-10
O=c1nc2ccccc2c2n1CC(CN1CCN(c3ccccc3F)CC1)N2 (centres undefined),-5,0,-12,0.0,4,-13,-0.7,0,-2
CC(C)(C)OC(=O)NN=C(c1ccc(O)cc1)c1ccc(O)cc1,1,-9,-4,-0.8,-3,-20,-0.1,9,2
O=C(COC(=O)C(Cc1ccccc1)NC(=O)c1ccco1)NC1CC1 (centres undefined),1,0,14,0.4,-2,-3,-0.4,-5,-11

# Given with tabs: entries from further up
SMILES	MsrA act	E coli Lon inh	PABP1 MLLE inh	MsrA inhibitor	MT1-MMP act inh	SKN-1 block	TbMetRS inhib	CendR NRP1 mod	FAS TE block
CCS(=O)(=O)c1ccc(O)c(NC(=O)COc2ccc(Cl)cc2)c1	-2	5	0	0.4	7	-3	0.7	-3	-7
C[C@H](NC(=O)OC(C)(C)C)c1nnc(SCC(=O)Nc2cccc(Cl)c2)o1	-4	-1	-5	1.2	-2	7	-0.4	10	1
COc1ccc(NC(=O)CCNS(=O)(=O)c2ccc(NC(C)=O)cc2)cc1Cl	-2	4	-4	0.0	0	6	0.9	3	-4

# Assay outcomes: PubChem BioAssay, several laboratories
